Source: PubChem (National Center for Advancing Translational Sciences (NCATS))
Vif-A3G inh: blocks the Vif interaction with human APOBEC3G | Q9HC16 | HeLa A3G-eYFP + Vif (tagged APOBEC3G with the HIV-1 protein that degrades it), YFP fluorescence, overnight | Potency, µM (doses to about 46.1 µM), without a hit: at the top dose activity, negative = active, usual class: inhibitors | actives 0.076% (n = 410,000) | AID 602310;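 note: potency is the fitted concentration of half-maximal effect; % is set by controls: 0 for no effect and ±100 for the full control effect; nearly all actives have a fitted effect of over 60% in size; hits raise eYFP signal because A3G escapes Vif-driven loss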
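Read-out is eYFP fluorescence (Ex 488/Em 500-530) from Vif-expressing HeLa A3G-eYFP cells; more signal means A3G escaped Vif-mediated degradation. Cells plated overnight, compound pinned in, incubated overnight at 37 deg C.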
Glioma ERSR ind: ER stress response induction in glioma. actives 0.02% (n = 420,000). Potency, µM, inactives show at the highest dose activation, actives largely listed as activators. U87-MG GRP78 promoter luciferase reporter, 16 h; note: potency is the fitted concentration of half-maximal effect; series mostly up to about 76 µM; % of control where 0% means no effect; nearly all actives have a fitted effect of over 35% in size
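ERSR induction read as luciferase luminescence (Bright-Glo, 10 min at room temperature) in stably transfected human U87-MG glioma cells exposed to compounds for 16 h, using GRP78 as sensor.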
rTrxR1 inhibitor: rat TrxR1 inhibition | O89049 | AID 588453 | Potency, µM (titrated, usually from 114 µM), inactives show at the highest dose activity change, negative = inhibition, actives largely listed as inhibitors | actives 1% (n = 390,000) | recombinant rTrxR1, NADPH fluorescence consumption, selenite substrate; note: potency is the fitted concentration of half-maximal effect; % is set by controls: 0 for no effect and ±100 for the full control effect; nearly all actives have a fitted effect of over 65% in size
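Rat TrxR1 (90 nM in the dispensed reagent) was pre-reduced with 400 uM NADPH for 5 min at room temperature, then incubated with compound for 15 min. After 400 uM selenite was added, NADPH fluorescence (Ex 340/Em 450 nm) was followed for 8 min.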
Vif-APOBEC3F blk: blocks the Vif interaction with APOBEC3F. HeLa A3F-eYFP + Vif (tagged APOBEC3F with the HIV-1 protein that degrades it), YFP fluorescence increase. Potency, µM (titrated, usually from 46.1 µM), for inactives: top-dose activity, negative = active. actives 0.2% (n = 390,000); note: potency is the fitted concentration of half-maximal effect; % of control where 0% means no effect; nearly all actives have a fitted effect of over 65% in size
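HeLa cells stably expressing Vif plus C-terminally eYFP-tagged A3F were seeded, incubated overnight at 37 deg C, dosed with compound, incubated overnight again at 37 deg C. Yellow fluorescence (Ex 488/Em 500-530) reported blocked Vif-mediated A3F-eYFP degradation.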
IDH1 R132H inh: blocks human mutant IDH1 R132H enzyme | O75874 | IDH1-R132H enzyme, NADPH consumption, diaphorase/resazurin fluorescence | Potency, µM (highest dose often 76.6 µM), for inactives: at the top dose activity change, negative = inhibition, most hits filed as inhibitors | actives 0.093% (n = 390,000); note: potency is the fitted concentration of half-maximal effect; % is set by controls: 0 for no effect and ±100 for the full control effect; nearly all actives have a fitted effect of over 65% in size
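IDH1-R132H (0.5 ug/mL) preincubated 30 min with compound, then NADPH (0.016 mM) and alpha-KG (2 mM) added; 80 min at RT, pH 7.5. Remaining NADPH coupled via diaphorase/resazurin to fluorescence (540/590 nm); concentration-response curves normalized to no-enzyme control.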
LDHA block: blocks human lactate dehydrogenase A; P00338; purified LDHA, NADH/diaphorase-resazurin fluorescence; stronger effect = lower value; activity change, % (values are at about 110 or 230 µM); actives 0.15% (n = 480,000); AID 1347041; in the data active = activity change below about -30%; inconclusive = mostly about -25% to -30%;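 note: plate controls were DMSO wells for no effect and wells without enzyme for full effect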
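Remaining NADH was detected by diaphorase (0.133 mg/mL) converting 37 µM resazurin to fluorescent resorufin, read at 0 and 20 minutes. The preceding 5-minute room-temperature reaction used 2 nM LDHA, 0.2 mM sodium pyruvate and 0.06 mM NADH at pH 7.4.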
TrxR1 substrate: rat thioredoxin reductase 1 substrate activity; Potency, µM (series often up to 114 µM), for inactives: at the top dose activity change, negative = substrate turnover; purified TrxR1 substrate turnover, NADPH consumption readout; actives 0.01% (n = 390,000); note: potency is the fitted concentration of half-maximal effect; % is set by controls: 0 for no effect and ±100 for the full control effect; nearly all actives have a fitted effect of over 50% in size
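Rat TrxR1, dispensed at 90 nM, was prereduced with 400 uM NADPH (final) for 5 min at ~22 deg C, then incubated with compound 15 min before 400 uM selenite. A first-read NADPH fluorescence drop versus no-compound background flagged substrates.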
RGS4 inhibitor: inhibitors of human regulator of G protein signaling 4; P49798; Transcreener GDP fluorescence polarization, RGS4-accelerated GTP hydrolysis; actives 0.039% (n = 390,000); Potency, µM (series often up to 114 µM), for the others: top-dose activity change, negative = inhibition, actives largely listed as inhibitors; note: potency is the fitted concentration of half-maximal effect; % is set by controls: 0 for no effect and ±100 for the full control effect; nearly all actives have a fitted effect of over 75% in size; some results filed as inactive show a strong effect at the top dose
Target sequence (P49798 whole entry, looked up): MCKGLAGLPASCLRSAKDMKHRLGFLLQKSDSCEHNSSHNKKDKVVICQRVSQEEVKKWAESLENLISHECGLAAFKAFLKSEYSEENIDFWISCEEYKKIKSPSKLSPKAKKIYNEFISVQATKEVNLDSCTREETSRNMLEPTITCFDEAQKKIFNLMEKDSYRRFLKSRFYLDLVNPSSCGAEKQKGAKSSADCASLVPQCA
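MLSMR compounds (23 nl, pin-transferred) preincubated 10 min at room temperature with a 500nM (2x) first reagent, then RGS4 at 900nM (2x) plus Transcreener GDP mix added; fluorescence polarization (620/688 nm) read before and after 90 min at 30 °C.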
USP1 inh: USP1/UAF1 (human) deubiquitinase inhibition; O94782; recombinant USP1/UAF1, Ub-Rhodamine cleavage fluorescence; Potency, µM (series often up to 57.1 µM), for the others: at the highest dose activity change, negative = inhibition, most hits filed as inhibitors; actives 0.23% (n = 390,000); note: potency is the fitted concentration of half-maximal effect; % is set by controls: 0 for no effect and ±100 for the full control effect; nearly all actives have a fitted effect of over 60% in size; inactives centre near -12
Target sequence (O94782 whole entry, looked up): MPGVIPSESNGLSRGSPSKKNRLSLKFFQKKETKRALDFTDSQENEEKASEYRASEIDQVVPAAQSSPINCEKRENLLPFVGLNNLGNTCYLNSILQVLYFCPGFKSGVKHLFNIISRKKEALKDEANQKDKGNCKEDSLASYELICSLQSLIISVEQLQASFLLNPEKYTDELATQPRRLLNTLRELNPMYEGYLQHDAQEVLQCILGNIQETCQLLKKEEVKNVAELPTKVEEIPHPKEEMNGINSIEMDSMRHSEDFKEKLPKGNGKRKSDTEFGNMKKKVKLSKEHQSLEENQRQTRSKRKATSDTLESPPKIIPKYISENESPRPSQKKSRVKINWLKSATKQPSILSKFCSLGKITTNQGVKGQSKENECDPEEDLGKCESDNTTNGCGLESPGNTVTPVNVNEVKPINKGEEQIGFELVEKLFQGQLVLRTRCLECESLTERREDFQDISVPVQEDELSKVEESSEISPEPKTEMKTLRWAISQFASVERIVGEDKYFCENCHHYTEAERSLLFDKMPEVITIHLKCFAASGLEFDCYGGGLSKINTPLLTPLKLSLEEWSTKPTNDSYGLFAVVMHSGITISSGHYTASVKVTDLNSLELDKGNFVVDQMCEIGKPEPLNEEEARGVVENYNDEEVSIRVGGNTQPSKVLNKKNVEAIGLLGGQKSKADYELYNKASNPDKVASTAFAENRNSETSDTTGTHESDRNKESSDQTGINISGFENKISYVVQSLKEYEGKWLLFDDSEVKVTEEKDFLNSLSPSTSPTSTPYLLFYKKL
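USP1/UAF1 complex (1 nM) preincubated 15 min at room temperature with compound, then Ub-Rho substrate (150 nM final) added. Kinetic fluorescence at 480/540 nm over 6 reads at 60 s intervals; 50 mM HEPES pH 7.8, 0.5 mM EDTA, 0.1 mg/ml BSA, 1 mM TCEP, 0.01% Tween-20.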
Active calls of the source: *; ? = inconclusive; / = no result given; & = joins results of further samples; [ ] = dose if it differs, or a comment. Unless noted, calls come from the whole dose curve; as a rule, active = well fitted curve in the direction sought with a large enough effect; inconclusive = small, poorly fitted or top-dose-only effect, or another doubt; inactive = no such curve, though single readings can be large; an effect the other way counts as inactive or inconclusive. An excerpt; rates above refer to the full screens.

Results follow in this order: Vif-A3G inh | Glioma ERSR ind | rTrxR1 inhibitor | Vif-APOBEC3F blk | IDH1 R132H inh | LDHA block | TrxR1 substrate | RGS4 inhibitor | USP1 inh
> COc1cc(C2CC(=O)Oc3cc(OC)c(OC)c(OC)c32)cc(OC)c1OC (stereo unspecified)
    1% | 0% | 11% | 10% | -2% | 17 | -2% | -7% | -2%
> O=C(O)CCC(CNS(=O)(=O)c1ccccc1)C(F)(F)F (stereo unspecified)
    0% | -2% | 29%[57.1 µM] | 15% | 2% | -2 | -16%[57.1 µM] | -21% | -5%
> O=C(CCNS(=O)(=O)c1ccc(Br)s1)N1CCCCC1
    -1% | -2% | 6%[57.1 µM] | 3% | 2% | 0 | -5% | 10% | -21%
> C=CCNC(=O)/C=C/c1c(F)cccc1Cl
    -3% | 7% | 5% | -7% | -2% | -3 | 2% | 1% | -3%
> Cc1ccc(S(=O)(=O)c2cn(Cc3ccc(F)cc3)c3cc4c(cc3c2=O)OCO4)cc1
    -1% | -3% | -6% | 1% | -4% | -4 | -6% | 2% | -8%
> COc1ccc(CNC(=O)CN(Cc2ccco2)C(=O)CNS(=O)(=O)c2ccc(F)cc2)cc1
    0% | 1% | 11% | -9% | 6% | -2 | 6% | 5% | -8%
> COc1ccc(C(=O)Nc2cc(=O)n(C)c(=O)n2C)cc1
    -1% | -4% | 14% | -3% | 7% | 2 | 2% | -16% | -9%
> CCOc1ccccc1NC(=O)CCc1c(C)nn(-c2ccc(N3CCOCC3)nn2)c1C
    -1% | -1% | 5%[57.1 µM] | 4% | -8% | -9 | -2%[57.1 µM] | 0% | -4%
> COc1cc(NC(=O)CSc2nc3nc(C)c(Cc4ccccc4)c(C)n3n2)cc(OC)c1OC
    -5% | -2% | 13%[57.1 µM] | 0% | 3% | -2&-2 | 4%[57.1 µM] | 15% | -23%
> O=S(=O)(c1ccc(=S)[nH]c1)N1CCN(Cc2ccccc2)CC1
    1% | -3% | -20%[57.1 µM] | -20% | 0% | -1 | 2%[57.1 µM] | ? | -12%
> O=C(O)CN1C(=O)/C(=C\c2cc(Br)ccc2OCc2ccc([N+](=O)[O-])cc2)SC1=S
    4% | -1% | -22% | 1% | 0% | -16 | 2% | ? | ?
> CC(CCc1ccccc1)NC(=O)COC(=O)c1cccn1C (stereo unspecified)
    -4% | -4% | 15% | -4% | -2% | -10 | 0% | 18% | -23%
> CC(=O)c1ccc(NC(=O)C(Cc2ccccc2)NS(=O)(=O)c2ccc3c(c2)CCC(=O)N3)cc1 (stereo unspecified)
    4% | -1% | 19% | 2% | -2% | 0 | 0% | -2% | -18%
> Cc1cc([N+](=O)[O-])nn1Cc1noc(C(=O)NCc2ccc3c(c2)OCO3)n1
    0% | -4% | 11% | -16% | 2% | 3 | 1% | 1% | -15%
> c1ccc(Cc2c(-c3ccccc3)nc3c4ccccc4ccn23)cc1
    -3% | 4% | / | -12% | 2% | -3 | / | / | -29%
> S=C(Nc1ccc(Cl)cc1)NC1CC2CCC(C1)N2Cc1ccccc1 (stereo unspecified)
    2% | 8% | 3%[57.1 µM] | -5% | -8% | -5 | 10% | -13% | -17%
> CCN1CCN(c2ncc(C(=O)N3CCN(c4ccccc4OC)CC3)c3ccccc23)CC1
    1% | -4% | ? | 4% | 1% | -2 | 9%[11.4 µM] | -13% | -4%
> O=C(CN(CC1CCCO1)S(=O)(=O)c1ccc(S(=O)(=O)NCC2CCCO2)cc1)Nc1ccccc1 (stereo unspecified)
    0% | -3% | 17% | 2% | -3% | -8 | 9%[57.1 µM] | 8% | -2%
> O=C(CNS(=O)(=O)c1cccs1)N1CCN(c2cccc(C(F)(F)F)c2)CC1
    -1% | -4% | -22%[57.1 µM] | -5% | 9% | 3 | -16%[57.1 µM] | -7% | -35%
> COc1ccccc1/C=C/C(=O)OCC(=O)c1cc(C)n(C)c1C
    -6% | 1% | 5% | 0% | 10% | -2 | 12% | -27% | -14%

Gathered by group, those above with two or more sulfur atoms.
Results follow in this order: Vif-A3G inh | Glioma ERSR ind | rTrxR1 inhibitor | Vif-APOBEC3F blk | IDH1 R132H inh | LDHA block | TrxR1 substrate | RGS4 inhibitor | USP1 inh
> O=C(CCNS(=O)(=O)c1ccc(Br)s1)N1CCCCC1
    -1% | -2% | 6%[57.1 µM] | 3% | 2% | 0 | -5% | 10% | -21%
> O=S(=O)(c1ccc(=S)[nH]c1)N1CCN(Cc2ccccc2)CC1
    1% | -3% | -20%[57.1 µM] | -20% | 0% | -1 | 2%[57.1 µM] | ? | -12%
> O=C(O)CN1C(=O)/C(=C\c2cc(Br)ccc2OCc2ccc([N+](=O)[O-])cc2)SC1=S
    4% | -1% | -22% | 1% | 0% | -16 | 2% | ? | ?
> O=C(CN(CC1CCCO1)S(=O)(=O)c1ccc(S(=O)(=O)NCC2CCCO2)cc1)Nc1ccccc1 (stereo unspecified)
    0% | -3% | 17% | 2% | -3% | -8 | 9%[57.1 µM] | 8% | -2%
> O=C(CNS(=O)(=O)c1cccs1)N1CCN(c2cccc(C(F)(F)F)c2)CC1
    -1% | -4% | -22%[57.1 µM] | -5% | 9% | 3 | -16%[57.1 µM] | -7% | -35%

New compounds follow:
Results follow in this order: Vif-A3G inh | Glioma ERSR ind | rTrxR1 inhibitor | Vif-APOBEC3F blk | IDH1 R132H inh | LDHA block | TrxR1 substrate | RGS4 inhibitor | USP1 inh
> O=C(COC(=O)c1ccco1)NCc1ccc(Cl)cc1
    -7% | -2% | 12% | -3% | 16% | -2 | 5% | -9% | -20%
> O=C(Nc1cccc(-n2cnnn2)c1)c1ccc(C(F)(F)F)cc1
    2% | -2% | 25% | -6% | 1% | -1 | -1% | -6% | -7%
> CCCc1ccc(S(=O)(=O)N/N=C\c2ccc3c(c2)OCO3)cc1
    0% | -2% | 11% | -10% | -10% | 2 | -2% | -8% | -21%
> CC(C)CCOc1ccc(Oc2nc(N(C)C)nc(N(C)C)n2)nn1
    1% | -2% | -10% | 7% | -10% | -8 | -7% | 19% | -24%
> N#CC1C(=O)c2ccccc2C1c1ccccc1 (stereo unspecified)
    ? | -14% | 8%[11.4 µM] | 7% | 7% | 27 | 5%[11.4 µM] | ? | -12%
> Cc1nc(-c2ccccc2)sc1-c1ccc(SCC(=O)NCc2ccc(F)cc2)nn1
    -1% | 0% | 30% | 5% | 0% | -2 | 30% | -6% | -18%
> Cc1ccc(S(=O)(=O)NC(c2ccccc2)C(C)C(=O)n2nc(C)cc2C)cc1 (stereo unspecified)
    -2% | -4% | -4%[57.1 µM] | -14% | 2% | -2 | 2%[57.1 µM] | -24% | 0%
> COc1ccc(OC)c(NC(=O)CCNC(=O)Cn2ccc3ccccc3c2=O)c1
    1% | -4% | 24% | -28% | 0% | 2 | -5% | -22% | -19%
> CC(=O)c1c(C)[nH]c(C(=O)OCC(=O)Nc2cccnc2Cl)c1C
    2% | -2% | 10% | -16% | 0% | -9 | -6% | 5% | 1%
> Cc1cc(-c2n[nH]c(=S)n2/N=C/c2ccccc2[N+](=O)[O-])n[nH]1
    -1% | 5% | -24% | 1% | -1% | -7 | 0% | -35% | -12%
> CCOC(=O)c1cc(NC(=O)c2ccc(C)cc2)c(=O)oc1C(F)(F)F
    -1% | 1% | -18% | 3% | -7% | -18 | -11% | -2%[11.4 µM] | -8%
> COc1cccc(OCC(=O)NC2CC(=O)N(c3ccc4c(c3)OCCO4)C2)c1 (stereo unspecified)
    0% | -2% | 4%[57.1 µM] | 1% | 0% | -3 | 1%[57.1 µM] | -1% | -2%
> COc1ccc(NC(=O)c2oc3ccccc3c2NC(=O)C(C)(C)C)cc1
    3% | 4% | 4% | -3% | -1% | 19 | -4% | -13% | -19%
> COc1ccc(OC)c(NC(=O)CCc2c(C)nc3c(c(C)nn3C(C)(C)C)c2C)c1
    -4% | -3% | 7% | -6% | 14% | 2 | 2% | -7% | -23%
> COc1ccc(O)c(/C=N/NC(=O)c2cccc(N3CCCC3=O)c2)c1
    1% | 2% | 35% | 0% | 0% | -6 | 9% | -22% | -16%

Whole records, quoted from the list.
N#CC1C(=O)c2ccccc2C1c1ccccc1 (stereo unspecified) is entered as Vif-A3G inh = ?; Glioma ERSR ind = -14%; rTrxR1 inhibitor = 8%[11.4 µM]; Vif-APOBEC3F blk = 7%; IDH1 R132H inh = 7%; LDHA block = 27; TrxR1 substrate = 5%[11.4 µM]; RGS4 inhibitor = ?; USP1 inh = -12%
CC(=O)c1c(C)[nH]c(C(=O)OCC(=O)Nc2cccnc2Cl)c1C is entered as Vif-A3G inh = 2%; Glioma ERSR ind = -2%; rTrxR1 inhibitor = 10%; Vif-APOBEC3F blk = -16%; IDH1 R132H inh = 0%; LDHA block = -9; TrxR1 substrate = -6%; RGS4 inhibitor = 5%; USP1 inh = 1%
